Bioassay records from PubChem BioAssay.
PHOSPHO1 inh: PubChem AID 1565 | recombinant PHOSPHO1, absorbance phosphatase assay | inhibition, % at 13.3 µM | 1.1% of 290,000 active; in the data active = inhibition above about 60%
IDE act: human IDE activators in live cells, primary screen, fluorescence polarization, HEK cells, FAbeta-B substrate | Insulin-degrading enzyme (Homo sapiens), P14735 | FAbeta-B cleavage; 0% vehicle, 100% cell-free pure enzyme wells | activation, % at 5.96 µM | 0.073% of 340,000 active | AID 493087, 2011;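 active = activation above the mean of all tested compounds plus 3 SD, set per screening campaign, cut at about 17% in these data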
GalR3 antagonist: GalR3 antagonists in HEK293 cells, primary screen, cell-based, fluorescence readout; Galanin receptor type 3 (Homo sapiens), O60755; HEK293 GalR3-CNG cAMP membrane potential fluorescence; galR3 body fused to GalR1 C-terminus; inhibition, % at 3 µM; 0.44% of 360,000 active;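 active = inhibition above the screen-wide average plus 3 SD, cut at about 13% in these data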;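 note: forskolin and galanin both at EC90 stimulate the cells; cAMP rise reported by CNG channel membrane potential dye signal; 0% = forskolin plus galanin with DMSO and 100% = forskolin alone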
pCIP destab: p/CIP-EGFP fusion destabilizers, primary screen, fluorescence, F442A cells | Q05BA5 | 16 h | decrease of EGFP signal, % at 10 µM | 0.01% of 290,000 active | AID 1984, 2009;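 active = EGFP signal decrease of at least 30% at 10 µM or well 3 SD below plate mean, unless failing retest; inactive = the rest, including hits failing retest or dose response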; note: some compounds called inactive have numbers as strong as hits; many of its hits are not listed in these tables
MEKK3 PB1 HTS: modulators of MEKK3-MEK5 PB1 binding, primary screen, biochemical, wildtype MEKK3, multiplex bead flow cytometry, Alexa488-MEK5. bead-based flow cytometry, Alexa488-MEK5 binding to MEKK3; actives lie on both sides; 0 = blocked by unlabeled MEK5, 100 = vehicle. Mitogen-activated protein kinase kinase kinase 3 (Homo sapiens), Q99759. binding response (% of control), % at 10 µM. 1.4% of 290,000 active. AID 1529, 2009;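 active = binding response more than 3 SD above or below the average of its plate-row segment, actives on both sides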;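 note: Alexa488 bead fluorescence after subtracting the streptavidin-only scavenger bead signal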
CHRM4 PAM: human M4 muscarinic receptor positive allosteric modulators, primary screen, CHO-K1 cells, Fluo-8 calcium fluorescence; Muscarinic acetylcholine receptor M4 (Homo sapiens), P08173; 0.4% of 360,000 active; CHO-K1 hM4/Gqi5, ACh EC20; 0% = ACh EC20, 100% = maximal ACh; activation, % at 3 µM;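 active = activation above its plate's cutoff, the mean activation of sample wells plus 3 SD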; note: some results filed as inactive read as strong as hits
IDE cell inh: human IDE inhibitors in live cells, primary screen, fluorescence polarization, HEK cells, FAbetaB substrate; Insulin-degrading enzyme (Homo sapiens), P14735; FAbetaB cleavage; inhibition, % at 5.59 µM; 0.41% of 320,000 active; AID 434962, 2010;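 active = percent inhibition above the average of all tested compounds plus 3 SD, set per screening campaign, cut at about 16% in these data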;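 note: IDE supplied by intact live HEK cells; FP after avidin binding of uncleaved biotin substrate so inhibition keeps polarization high; 0% = DMSO wells and 100% = 60 µM reference IDE inhibitor Ii1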
CRFR2-BP antag: antagonists of CRF-BP/CRF-R2 complex, primary screen, cell-based, HEK293, calcium dye fluorescence, uHTS. CRF-induced calcium fluorescence. inhibition, % at 11.8 µM. 0.59% of 350,000 active. AID 588475, 2011;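 active = inhibition of the ligand-induced calcium signal above about 50% at the single tested concentration, limit read from the data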
CRFR2-BP ag: agonists of CRF-BP/CRF-R2 complex, primary screen, cell-based, HEK293, calcium dye fluorescence, uHTS. CRF-binding protein / CRF receptor 2 complex (human). calcium dye fluorescence (FLIPR); percent of saturating CRF peptide response. activation, % at 13.2 µM. 0.46% of 350,000 active. AID 588473, 2011;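 active = activation of at least 50%, plus an integration ratio under a set limit after plate pattern correction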;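 note: plate controls were neutral control wells without compound for no effect and CRF at EC100 for full effect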
Starred values were filed as active, the others as inactive; nt = not tested or not shown.

| item | compound | PHOSPHO1 inh | IDE act | GalR3 antagonist | pCIP destab | MEKK3 PB1 HTS | CHRM4 PAM | IDE cell inh | CRFR2-BP antag | CRFR2-BP ag |
| --- | --- | --- | --- | --- | --- | --- | --- | --- | --- | --- |
| 1 | O=C(CCc1ccccc1)Nc1ccccc1F | 4 | 3 | -1 | 4 | 104 | 6 | 4 | 6 | -3.5 |
| 2 | CN(CCOc1cccc(C(F)(F)F)c1)Cc1ccccc1 | 18 | 3 | -6 | -9 | 96 | 3 | 3 | -9 | 2.6 |
| 3 | CCCCC1=CC2=C(c3ccco3)C(=O)C(C)(OC(=O)c3ccc(OC)cc3)C(=O)C2=CN1CCOC (stereo unspecified) | 0 | 1 | -4 | 2 | 98 | 11 | -4 | -8 | 16 |
| 4 | COc1ccc([N+](=O)[O-])cc1N(CC(O)CN1CCCCC1)S(=O)(=O)c1ccc(C)cc1 (stereo unspecified) | -6 | 7 | -5 | 3 | 94 | 13 | -5 | -35 | -2.5 |
| 5 | COc1ccc(C2NC(=O)NC(C)=C2C(C)=O)cc1 (stereo unspecified) | 2 | -1 | 5 | -17 | 107 | -1 | 5 | -7 | 1.1 |
| 6 | N#Cc1c(NCCN)nc(NCc2ccccc2)c2c1CCN(Cc1ccccc1)C2 | 15 | 0 | nt | -16 | 104 | -4 | nt | 11 | -1.1 |
| 7 | COC(=O)Nc1ccc(SCC(=O)c2ccc(Cl)cc2)cc1 | -77 | 9 | -6 | -2 | 100 | -4 | 7 | -8 | 2.0 |
| 8 | O=C(NCc1nc2ccccc2[nH]1)C1=C[C@H](c2ccc3c(c2)OCO3)C[C@H](OCc2ccc(CO)cc2)O1 | 39 | 2 | -1 | 2 | 74 | 0 | 1 | -1 | 0.4 |
| 9 | CCOc1ccccc1C(=O)N1CCC(C(=O)c2ccc(F)cc2)CC1 | 1 | -3 | -1 | 3 | 107 | -5 | 3 | -2 | -0.8 |
| 10 | CS(=O)(=O)Nc1ccc(C(=O)N2CCN(c3ccccc3F)CC2)cc1 | 28 | -1 | 0 | 8 | 111 | -5 | 1 | 2 | 0.4 |
| 11 | C=C(C)Cn1c(CCNC(=O)C(C)C)nc2ccccc21 | 34 | -2 | -1 | -4 | 109 | 16 | 1 | 18 | -2.8 |
| 12 | O=C(N/N=C/c1ccccc1F)NC1CCCCC1 | 4 | 4 | 2 | -8 | 140* | 1 | -3 | -23 | -0.2 |
| 13 | O=C(NCCCN1CCOCC1)c1ccccc1NS(=O)(=O)c1ccc(F)cc1 | 24 | 1 | -8 | -8 | 101 | 6 | 8 | 5 | -0.7 |
| 14 | COc1ccc(NC(=O)Cn2c3ccccc3c3nc4n(c(=O)c32)CCS4)cc1 | 1 | -3 | -3 | -1 | 98 | 9 | 1 | 7 | -4.0 |
| 15 | COc1cccc(N2CCN(C(=O)CCc3nnc4ccc(N5CCOCC5)nn34)CC2)c1 | 15 | -1 | 3 | -8 | 103 | -3 | 3 | 20 | -3.7 |
| 16 | CCCn1c(Sc2nnnn2-c2ccccc2)n[nH]c1=O | 16 | -3 | -3 | -3 | 103 | 6 | 7 | 3 | 0.1 |
| 17 | Cc1cc(C)c(S(C)(=O)=O)c(Oc2ccccc2C)n1 | 18 | -4 | 1 | -20 | 99 | 9 | 0 | -17 | -1.1 |
| 18 | CCOc1ccc(S(=O)(=O)NCCC(=O)N2CCCCCCC2)cc1 | nt | -2 | -2 | nt | nt | -1 | 4 | 1 | 0.0 |
| 19 | Cn1cc(S(=O)(=O)N2CCC(Cc3ccccc3)CC2)c(=O)n(C)c1=O | -16 | 2 | nt | -2 | 105 | 1 | 4 | 34 | -3.8 |
| 20 | CC[C@H]1OC(=O)[C@H](C)[C@@H](O[C@H]2C[C@@](C)(OC)[C@@H](O)[C@H](C)O2)[C@H](C)[C@@H](O[C@@H]2O[C@H](C)C[C@H](N(C)C)[C@H]2O)[C@](C)(O)C[C@@H](C)CN(C)[C@H](C)[C@@H](O)[C@]1(C)O | nt | 3 | -4 | nt | 97 | 8 | -1 | -2 | 2.9 |

Reprinted from the part before: 2 compounds; new compounds follow.
| item | compound | PHOSPHO1 inh | IDE act | GalR3 antagonist | pCIP destab | MEKK3 PB1 HTS | CHRM4 PAM | IDE cell inh | CRFR2-BP antag | CRFR2-BP ag |
| --- | --- | --- | --- | --- | --- | --- | --- | --- | --- | --- |
| 19 | Cn1cc(S(=O)(=O)N2CCC(Cc3ccccc3)CC2)c(=O)n(C)c1=O | -16 | 2 | nt | -2 | 105 | 1 | 4 | 34 | -3.8 |
| 20 | CC[C@H]1OC(=O)[C@H](C)[C@@H](O[C@H]2C[C@@](C)(OC)[C@@H](O)[C@H](C)O2)[C@H](C)[C@@H](O[C@@H]2O[C@H](C)C[C@H](N(C)C)[C@H]2O)[C@](C)(O)C[C@@H](C)CN(C)[C@H](C)[C@@H](O)[C@]1(C)O | nt | 3 | -4 | nt | 97 | 8 | -1 | -2 | 2.9 |
| 21 | O=C(O)c1ccccc1C=NNc1ccccn1 | nt | 7 | -5 | nt | nt | 1 | nt | 3 | -0.6 |
| 22 | COC(=O)CC1C(=O)NCCN1C(=O)c1cc([N+](=O)[O-])ccc1Cl (stereo unspecified) | 14 | 4 | -8 | 3 | 107 | 6 | 1 | 7 | 0.4 |
| 23 | O=C(CCNS(=O)(=O)c1ccccc1C(F)(F)F)N1CCCCCCC1 | nt | 1 | -3 | nt | nt | 4 | -4 | 0 | -1.8 |
| 24 | O=C(CSc1ccccn1)Nc1ccccc1F | 29 | 1 | 0 | -4 | 91 | -10 | 2 | -28 | -1.5 |
| 25 | COc1cc(CNCCc2ccccc2)cc(Cl)c1OCc1ccccc1 | -6 | 9 | -5 | -15 | 101 | -15 | -5 | -7 | -0.3 |
| 26 | CC(NC(=O)COc1ccc(Br)cc1)C(=O)O (stereo unspecified) | -23 | 0 | 3 | -4 | 102 | 0 | -1 | -21 | -0.2 |
| 27 | c1ccc(-c2nnc3oc(-c4cccs4)nn23)cc1 | nt | nt | -5 | nt | nt | 0 | nt | -6 | 1.1 |
| 28 | CN(C)S(=O)(=O)n1cc(/C=C(\NC(=O)c2ccccc2Cl)C(=O)N2CCCC2)c2ccccc21 | 44 | 8 | -3 | -3 | 99 | -6 | 0 | -12 | -0.9 |
| 29 | Cc1ccc(OCc2cc(C(=O)NC3CCCCC3)no2)cn1 | 34 | 0 | -7 | -13 | 101 | -5 | 2 | 1 | -0.8 |
| 30 | CCN1CCN(Cc2nc3c(c(=O)n(C)c(=O)n3C)n2Cc2cccc3ccccc23)CC1 | 6 | 0 | -4 | 1 | 102 | -5 | -2 | -10 | 4.6 |
| 31 | COc1ccc(NC(=O)CS(=O)CC(=O)Nc2cccnc2)cc1 (stereo unspecified) | 43 | 2 | 0 | -7 | 102 | -3 | -8 | 2 | 1.3 |
| 32 | COC(=O)c1ccc2c(=O)[nH]c(COC(=O)c3c(-c4ccccc4)noc3C)nc2c1 | nt | 1 | -3 | nt | nt | 14 | 0 | -12 | 0.0 |
| 33 | CC(C)(C)OC(=O)C[C@H]1C/C=C\C[C@@H](CC(=O)N(CCO)Cc2ccccc2)C(=O)N2CCC[C@@H]2COC1=O | nt | 2 | 10 | nt | nt | 9 | 5 | -13 | 2.4 |
| 34 | O=S(=O)(c1ccc(S(=O)(=O)N(Cc2ccc(F)cc2)C2CCCC2)cc1)N1CCCC1 | -14 | 6 | 1 | 5 | 102 | 3 | nt | -3 | 2.0 |
| 35 | COc1cc(OC)cc(-c2c(-c3cccs3)c3cc(-c4cccc5[nH]ccc45)ccc3n2C)c1 | nt | 3 | -11 | nt | nt | 10 | 1 | -6 | -0.4 |
| 36 | COc1cc(Nc2c3c(nc4ccccc24)CCCC3)cc(OC)c1OC | -10 | 8 | -1 | 3 | 102 | -2 | -4 | 11 | 0.9 |
| 37 | O=C(CCCN1C(=O)c2ccccc2C1=O)NCc1cccnc1 | -40 | 5 | -5 | -9 | 95 | 1 | 1 | 10 | -0.8 |
| 38 | CCCS(=O)(=O)Nc1cccc(-c2ccc3nnc(C)n3n2)c1 | 1 | -2 | -3 | 2 | 87 | -1 | -2 | -19 | 1.3 |
| 39 | Cc1cc(C)nc(NC(=O)c2cccc([N+](=O)[O-])c2)c1 | -5 | -2 | -1 | 1 | 99 | 32* | -2 | 4 | -0.1 |
| 40 | Cc1ccc2c(c1)sc1nc(=O)n(-c3ccc(Cl)c(Cl)c3)c(=O)n12 | 6 | -1 | -6 | -2 | 100 | 3 | 4 | 1 | 3.0 |

Reprinted from the part before: 4 entries, followed by the next part.
| item | compound | PHOSPHO1 inh | IDE act | GalR3 antagonist | pCIP destab | MEKK3 PB1 HTS | CHRM4 PAM | IDE cell inh | CRFR2-BP antag | CRFR2-BP ag |
| --- | --- | --- | --- | --- | --- | --- | --- | --- | --- | --- |
| 37 | O=C(CCCN1C(=O)c2ccccc2C1=O)NCc1cccnc1 | -40 | 5 | -5 | -9 | 95 | 1 | 1 | 10 | -0.8 |
| 38 | CCCS(=O)(=O)Nc1cccc(-c2ccc3nnc(C)n3n2)c1 | 1 | -2 | -3 | 2 | 87 | -1 | -2 | -19 | 1.3 |
| 39 | Cc1cc(C)nc(NC(=O)c2cccc([N+](=O)[O-])c2)c1 | -5 | -2 | -1 | 1 | 99 | 32* | -2 | 4 | -0.1 |
| 40 | Cc1ccc2c(c1)sc1nc(=O)n(-c3ccc(Cl)c(Cl)c3)c(=O)n12 | 6 | -1 | -6 | -2 | 100 | 3 | 4 | 1 | 3.0 |
| 41 | O=C(Nc1ccccn1)C1CCN(S(=O)(=O)c2ccc3c(c2)OCCO3)CC1 | nt | -1 | 1 | nt | nt | 4 | -4 | -6 | -0.5 |
| 42 | COc1ccc2cc(C(=O)Nc3ccc(O)cc3)sc(=O)c2c1OC | -10 | 2 | 5 | -4 | 103 | 3 | 2 | 3 | -5.6 |
| 43 | O=C(CSc1nnc(SCc2ccc(Cl)cc2)s1)N/N=C/c1ccccc1Cl | 3 | -5 | -4 | 6 | 107 | -2 | 5 | -47 | 1.2 |
| 44 | COc1ccccc1CC(=O)N1CCN(S(=O)(=O)c2ccccc2F)CC1 | nt | -1 | -5 | nt | nt | 7 | 7 | -3 | 0.8 |
| 45 | Cc1ccc(C(=O)N/N=C/c2cc(Br)ccc2O)cn1 | -8 | -3 | -12 | 2 | 110 | -4 | 9 | 22 | 6.7 |
| 46 | CCOC(=O)N1CCC(=NNS(=O)(=O)c2cccc([N+](=O)[O-])c2)CC1 | 59 | -4 | -1 | -6 | 111 | 14 | 1 | -19 | 0.2 |
| 47 | N#C/C(=C\c1ccc(Cl)cc1)c1nc2ncccc2[nH]1 | 30 | 2 | 4 | -17 | 107 | 6 | 2 | 13 | -2.4 |
| 48 | O=C(CSc1n[nH]c(=O)n1C1CC1)NCc1ccccc1Cl | -6 | -3 | -4 | 6 | 104 | 7 | -2 | -8 | 4.1 |
| 49 | O=C(Nc1ccccc1N1CCCCC1)c1cnccn1 | 19 | -4 | -8 | 4 | 96 | -2 | -3 | -20 | -1.0 |
| 50 | CCCCCCC1CCC(C(=O)N2CCOCC2)CC1 (stereo unspecified) | 23 | 4 | -2 | 2 | 101 | 4 | -3 | -3 | -1.2 |
| 51 | CC(C)(C)NC(=O)c1nn(Cc2ccccc2)c(=O)c2ccccc12 | -10 | 1 | -3 | -14 | 104 | -4 | -1 | -3 | -0.3 |
